Bioassay records deposited in PubChem by The Scripps Research Institute Molecular Screening Center.
UHRF1 binding: human UHRF1 methylated DNA binding inhibitors; inhibition, % at 4.4 µM; actives 0.75% (n = 370,000); AID 687016; UHRF1 binding to methylated oligo, TR-FRET; Q96T88; in the data active means inhibition above about 21%;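 further: UHRF1 SRA domain binding a hemimethylated CpG hairpin DNA probe; 0% = median of test compound wells and 100% = reference inhibitor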
Target sequence (Q96T88 whole entry, looked up, the tested form may be a part): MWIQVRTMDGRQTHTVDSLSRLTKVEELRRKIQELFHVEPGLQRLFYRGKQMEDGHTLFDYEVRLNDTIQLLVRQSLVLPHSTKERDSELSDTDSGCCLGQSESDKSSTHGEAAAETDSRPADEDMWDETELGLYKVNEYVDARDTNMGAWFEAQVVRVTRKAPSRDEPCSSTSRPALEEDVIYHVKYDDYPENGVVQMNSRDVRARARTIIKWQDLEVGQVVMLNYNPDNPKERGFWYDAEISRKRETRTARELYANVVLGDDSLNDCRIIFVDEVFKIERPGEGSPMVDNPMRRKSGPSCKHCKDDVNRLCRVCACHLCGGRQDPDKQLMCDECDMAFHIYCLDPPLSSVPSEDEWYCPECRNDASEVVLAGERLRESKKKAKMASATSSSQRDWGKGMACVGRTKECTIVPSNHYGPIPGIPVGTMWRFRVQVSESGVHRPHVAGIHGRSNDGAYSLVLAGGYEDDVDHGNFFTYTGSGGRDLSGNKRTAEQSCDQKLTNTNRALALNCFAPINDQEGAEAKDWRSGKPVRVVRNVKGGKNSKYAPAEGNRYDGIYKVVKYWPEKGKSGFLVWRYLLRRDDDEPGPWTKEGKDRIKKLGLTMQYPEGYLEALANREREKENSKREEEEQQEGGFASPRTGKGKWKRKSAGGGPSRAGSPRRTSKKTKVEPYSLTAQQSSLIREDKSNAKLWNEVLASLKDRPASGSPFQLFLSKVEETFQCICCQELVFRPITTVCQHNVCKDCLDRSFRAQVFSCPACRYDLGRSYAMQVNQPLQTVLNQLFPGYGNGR
mABHD4 FP: ABHD4 (mouse) inhibition, primary FP screen | Q8VD66 | purified mABHD4, FP-Rh probe fluorescence polarization | inhibition, % at 8.92 µM | actives 0.54% (n = 370,000) | AID 720543;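 active means inhibition exceeding the mean over every tested compound plus 3 SD, cut at about 30% in these data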;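 further: 0% = plate median of compound wells and 100% = S159A mutant with DMSO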
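System: mouse ABHD4 enzyme, wild type / Medium: HEPES pH 7.0, NaCl, Pluronic buffer / Reagent: FP-Rh activity-based fluorescent probe / Control set: S159A mutant high control, sample median low control / Detection: fluorescence polarization with parallel and perpendicular emission, 525/598 nm / Schedule: 45 min + 60 min at 25 °C / Compound dosing: 8.92 µM, single dose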
LEDGF integ inh: blocks HIV-1 LEDGF/p75-dependent DNA integration | TR-FRET IN-LEDGF/p75 DNA integration, Eu/Cy5 | inhibition, % at 3.7 µM | actives 0.64% (n = 370,000);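 active means inhibition above the screen-wide mean plus 3 SD, cut at about 13% in these data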;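 further: signal is the Cy5 over europium emission ratio at 671 and 618 nm; 0% = plate median of compound wells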
Tn7 DDE FP: inhibitors of Tn7 peptide binding to human fibrin DD(E). P02675. AID 720508. FP displacement of FITC-Tn7 peptide from fibrin DD(E); 0% = median of compound wells per plate. actives 0.13% (n = 370,000). inhibition, % at 8.3 µM;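 active means inhibition above the mean of compounds falling within the control limits plus 3 SD of them, cut at about 14% in these data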;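 further: 0% = plate median of compound wells and 100% = 10 µM Aha-Tn7 peptide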
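Assay system: Human fibrin DD(E) protein | Medium: Tris buffer with calcium and detergent, pH 7.8 | Reagent: 0.1 µM fluorescent Tn7 | Compound dosing: Single point at 8.3 µM | Times: 10 min preincubation, 3 h with tracer, room temperature | Detection: Fluorescence polarization of the labelled Tn7 tracer | Controls: Aha-Tn7 high control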
TCR CD3 inh: human TCR-CD3 binding inhibition; TAMRA-labeled TCR probe fluorescence, biochemical; inhibition, % at 9.4 µM; actives 0.37% (n = 360,000); AID 651800; in the data active means inhibition above about 19%;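 further: recombinant mutant TCR 2C K166C tagged with TAMRA read by polarization; 0% = receptor in buffer alone and 100% = receptor with positive control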
TDP2 absorb: TDP2 (human) inhibition, absorbance primary screen; actives 0.34% (n = 370,000); inhibition, % at 12.8 µM; recombinant TDP2, T5PNP hydrolysis, p-nitrophenol absorbance 415 nm;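 active means inhibition above the mean of all tested compounds plus 3 SD, set per campaign, cut at about 25% in these data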;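 further: 0% = DMSO with enzyme and 100% = buffer with substrate but no TDP2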
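Assay system: Recombinant human TDP2 | Quantity: 120 nM TDP2 per well | Incubation: 2 h at 37 °C | Signal: Epi absorbance | Evaluation: Percent inhibition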
PG9 Ab binder: PG9 antibody binding by small molecule; TR-FRET gp120-PG9 antibody binding; inhibition, % at 6.7 µM; actives 0.43% (n = 360,000); AID 624416; in the data active means inhibition above about 8.5%
SIAE inh: human SIAE inhibition, primary screen; SIAE FP-Rh probe binding, fluorescence polarization; inhibition, % at 9.66 µM; actives 0.69% (n = 370,000); AID 1053197;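 active means inhibition above a cutoff: mean of compounds within the control limits plus 3 SD of those, cut at about 17% in these data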;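 further: 0% = plate median of compound wells and 100% = probe without SIAE protein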
PRMT1 FP inh: PRMT1 (human) inhibition, primary screen; Q99873; recombinant PRMT1, activity-based probe fluorescence polarization; inhibition, % at 2.79 µM; actives 1.3% (n = 370,000);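 active means inhibition above about 21% made by adding two undisclosed values, limit read from the data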
HTRA1 inh: HTRA1 (human) protease inhibition; recombinant HTRA1, FP-rhodamine activity-based probe, fluorescence polarization; inhibition, % at 5.96 µM; actives 0.5% (n = 340,000); in the data active means inhibition above about 36%;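 further: 0% = enzyme with DMSO and 100% = wells lacking enzyme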
Numbers without * were called inactive; nt = no result given.

UHRF1 binding	mABHD4 FP	LEDGF integ inh	Tn7 DDE FP	TCR CD3 inh	TDP2 absorb	PG9 Ab binder	SIAE inh	PRMT1 FP inh	HTRA1 inh	Molecule
1.3	-3.5	-0.9	-7.5	1.7	7.8	-1.9	-2.3	-1.4	-0.5	Cc1cc(C)n(-c2nc(C)nc3c2cnn3-c2ccccc2)n1
-0.4	1.0	-2.1	2.3	5.8	9.7	2.9	5.2	-0.8	1.2	COc1cccc(-c2nnn(CC(=O)NC3CCCC3)n2)c1OC
-1.7	-9.1	-0.6	-0.6	2.1	4.2	-0.2	-8.3	0.7	-19.6	Cc1cc(C(=O)CSc2ccc(Cl)cc2)cc(C)c1OC(=S)N(C)C
0.9	0.1	1.2	-2.5	2.7	19.0	-2.4	7.5	-1.2	-12.0	CC(C)Cc1nnc(NS(=O)(=O)c2ccc([N+](=O)[O-])cc2)s1
1.0	5.4	-2.3	6.2	2.0	4.9	6.1	-13.4	0.4	-19.2	Cc1ccc2c(COC(=O)c3n[nH]c4ccccc34)cc(=O)oc2c1
-0.5	2.8	-3.1	7.4	-0.9	-3.6	-0.3	6.9	-1.3	-6.5	COc1ccc(C)cc1-n1c(SCC(=O)NCC2CCCO2)nc2c([nH]c3ccccc32)c1=O (centres undefined)
0.3	2.1	-0.9	-0.7	-0.5	-6.8	0.8	-5.7	0.1	7.3	CC(=NNC(=O)c1ccncc1)c1ccc(Cl)cc1Cl
0.8	-27.1	3.9	-7.2	5.5	-8.1	0.9	-12.5	4.3	-37.4	CC(C)(C)c1ccc(C(=O)Nc2cccc(-n3cnnn3)c2)cc1
2.5	-7.4	-4.4	9.5	-14.2	-5.0	1.4	7.0	1.4	-1.9	O=C(COC(=O)Cc1ccc2c(c1)OCCO2)Nc1ccc(S(=O)(=O)N2CCCC2)cc1
3.1	0.3	-4.1	-2.6	-3.4	-5.0	1.5	-1.6	0.7	-3.3	Cn1c(SCC(=O)OC2CCCCC2)nnc1-c1ccc2c(c1)OCO2
-1.8	-0.7	3.3	3.6	-0.1	0.0	0.9	5.7	1.9	1.9	COc1ccc(C2=CC(=O)CC(C)(C)C2)cc1OC
-1.6	-11.5	-2.6	1.6	nt	-4.1	nt	2.2	-1.9	nt	COC(=O)[C@]12C[C@H](CC(=O)NCc3cccc4ccccc34)C(=O)N(Cc3ccc(Cl)cc3Cl)C1=C[C@H](C(C)(C)C)O[C@@H]2C
-1.3	-2.4	0.5	4.4	-1.9	-1.2	0.1	-8.8	0.4	-8.1	CCc1ccc(NC(=O)CCNS(=O)(=O)c2cccc3nonc23)cc1
-2.8	0.9	2.8	2.6	-4.6	10.0	0.0	9.0	-1.9	-0.5	CCOC(=O)c1c(NC(=S)Nc2ccc(OC)cc2)sc2c1CCCCC2
0.2	-5.0	0.0	2.0	-2.9	2.2	-1.5	-0.9	-3.1	-3.1	O=C(C1CCCN(S(=O)(=O)c2cccc3nsnc23)C1)N1CCc2ccccc21 (centres undefined)
-2.6	-0.1	-1.9	4.5	6.0	10.1	0.9	5.1	-2.0	-15.9	Cc1c(C(=O)N2c3ccccc3CC2C)oc2ccccc12 (centres undefined)
2.5	-3.3	2.8	-6.6	-4.5	-0.1	1.4	0.6	4.2	-4.7	CCOC(=O)c1c(NC(=O)c2ccc(Cl)s2)sc(C)c1C
1.6	0.5	1.5	-5.0	0.7	-11.7	-0.6	0.8	-1.9	3.0	Cc1ccc(CCNC(=O)C23C[C@H]4C[C@@H](C2)CC(n2nnc(C)n2)(C4)C3)cc1
-2.7	2.8	2.1	10.8	nt	13.3	nt	-4.9	-2.0	nt	CC(C)(C)c1ccc(-c2nnc(SCC3CCCCO3)n2-c2ccc(Cl)cc2)cc1 (centres undefined)
-0.1	-4.4	-0.1	-2.9	-5.0	0.9	-1.4	-21.2	0.4	-30.7	O=C(Nc1nnc(COc2ccccc2F)s1)Nc1ccccc1F
-0.4	13.0	0.7	-1.1	-1.9	-7.6	-2.0	-0.1	-8.1	0.8	O=C(NC1CCCCC1)c1ccc(CS(=O)(=O)c2ccc(Cl)cc2)o1
-1.2	4.0	4.0	3.7	2.0	1.1	-0.4	-5.6	1.6	4.1	Cc1ccc(C(=O)NNC(=O)c2csc(N3CCOCC3)n2)o1
-4.5	-6.5	1.1	5.2	7.0	1.8	1.1	8.4	0.3	-12.4	O=c1[nH]c2ccccc2n1CCCSc1cnc2ccccc2n1
10.5	2.5	6.2	3.8	3.2	-5.0	-5.6	9.0	21.2*	1.5	O=C1NN(c2ccccc2)C(=O)/C1=C\c1ccccc1OCC(=O)N1CCOCC1
-0.9	-1.6	2.4	-5.2	8.2	7.5	0.6	-5.1	-3.1	-6.9	CCOC(=O)Cc1csc(NC(=O)c2cc3ccccc3o2)n1
-0.5	1.1	4.9	-8.5	-0.5	-13.6	1.0	-0.1	-4.0	1.2	CC(C)OC(=O)c1nnc(Cc2ccc(Cl)cc2)o1
-1.7	0.9	-0.7	-4.7	-0.8	1.1	-2.0	-4.5	12.6	-5.8	CCCCN=C1NC(=O)C(CC(=O)NCCc2ccc(OC)cc2)S1 (centres undefined)
0.3	-2.8	-2.2	-4.6	2.3	-5.0	1.1	0.1	17.7	nt	O=C1NC(c2ccc(Br)cc2)c2c(-c3ccccc3)n[nH]c21 (centres undefined)
-0.4	0.3	-1.2	8.7	3.3	23.0	0.0	0.9	-3.1	4.5	CCC1CCCCN1C(=O)COc1ccc(F)cc1 (centres undefined)
1.9	-0.8	-2.5	6.1	-5.2	-2.4	0.4	-5.2	1.5	1.6	CC(C)CN(C(=O)COC(=O)c1ccc(Br)cc1)c1c(N)n(Cc2ccccc2)c(=O)[nH]c1=O
-2.1	3.6	-4.9	2.1	6.7	-16.0	-0.7	0.7	1.6	2.6	O=C(Cn1cnc2cc([N+](=O)[O-])ccc2c1=O)NCc1ccccc1
1.8	-4.9	3.4	3.4	4.2	1.7	0.4	-4.5	3.1	-1.2	CCCCNC(=O)c1ccc(-n2c(=S)[nH]c3ccccc3c2=O)cc1
0.6	-6.3	0.3	-1.3	2.2	3.8	-0.2	-3.4	-5.2	2.1	CC(C)CC1NC(=O)N(CC(=O)Nc2cc(F)ccc2F)C1=O (centres undefined)
1.2	1.7	-2.0	4.9	-0.1	18.0	2.2	0.0	4.5	3.6	C=CCn1c(N)cc(=O)nc1SCC(=O)N(c1ccccc1)c1ccccc1
0.1	5.5	-0.2	2.2	1.1	0.3	-1.4	5.5	-0.8	3.9	CC(=O)Nc1sc2c(c1C(N)=O)CCCC2
0.7	4.1	0.6	-3.2	2.5	7.0	0.2	-1.4	-1.8	4.9	CC(C)CCNC(=O)c1ccc2nc[nH]c2c1
-1.3	5.6	-1.2	-1.0	6.9	-2.1	-0.4	-6.8	-2.1	-1.0	COc1ccc(S(=O)(=O)N2CC(O)CC2C(=O)OCc2nc3sc(C)c(C)c3c(=O)[nH]2)cc1 (centres undefined)
-2.5	14.0	-3.5	-2.4	16.0	-0.8	3.5	-2.6	11.8	5.8	COc1ccc(C(=O)NCc2ccc3c(c2)cc(C)n3C)cc1
2.4	6.0	1.4	-1.1	-2.2	0.7	-0.5	8.2	0.7	8.1	O=C(O)C1CC(=O)N(Cc2cccnc2)C1 (centres undefined)
-6.0	0.1	1.8	-3.7	1.6	1.0	-0.8	6.4	-1.5	-11.1	O=C(CSCc1c(Cl)cccc1Cl)Nc1ccc2c(c1)OCO2

Part of the list above in another layout.
CC(C)Cc1nnc(NS(=O)(=O)c2ccc([N+](=O)[O-])cc2)s1
  UHRF1 binding: 0.9
  mABHD4 FP: 0.1
  LEDGF integ inh: 1.2
  Tn7 DDE FP: -2.5
  TCR CD3 inh: 2.7
  TDP2 absorb: 19.0
  PG9 Ab binder: -2.4
  SIAE inh: 7.5
  PRMT1 FP inh: -1.2
  HTRA1 inh: -12.0
Cc1ccc2c(COC(=O)c3n[nH]c4ccccc34)cc(=O)oc2c1
  UHRF1 binding: 1.0
  mABHD4 FP: 5.4
  LEDGF integ inh: -2.3
  Tn7 DDE FP: 6.2
  TCR CD3 inh: 2.0
  TDP2 absorb: 4.9
  PG9 Ab binder: 6.1
  SIAE inh: -13.4
  PRMT1 FP inh: 0.4
  HTRA1 inh: -19.2
COc1ccc(C)cc1-n1c(SCC(=O)NCC2CCCO2)nc2c([nH]c3ccccc32)c1=O (centres undefined)
  UHRF1 binding: -0.5
  mABHD4 FP: 2.8
  LEDGF integ inh: -3.1
  Tn7 DDE FP: 7.4
  TCR CD3 inh: -0.9
  TDP2 absorb: -3.6
  PG9 Ab binder: -0.3
  SIAE inh: 6.9
  PRMT1 FP inh: -1.3
  HTRA1 inh: -6.5

Next records
UHRF1 binding	mABHD4 FP	LEDGF integ inh	Tn7 DDE FP	TCR CD3 inh	TDP2 absorb	PG9 Ab binder	SIAE inh	PRMT1 FP inh	HTRA1 inh	Molecule
4.1	9.6	0.9	-6.0	-2.6	1.4	-0.5	-4.1	82.5*	-11.8	CCOC(=O)c1c(N2C(=O)C3C4C=CC(O4)C3C2=O)sc2c1CCCC2 (centres undefined)
-4.7	4.6	-2.7	0.6	3.7	6.2	-4.5	-1.9	0.4	nt	CC1=NNC(=O)C1CC(=O)N/N=C/C(Br)=C/c1ccccc1 (centres undefined)
-2.0	-0.6	-1.0	-2.5	-2.8	5.3	-1.2	-14.7	-4.7	-5.2	COc1ccccc1-c1cc(C(F)(F)F)nc(S(=O)(=O)CCCC(=O)Nc2cc(C)on2)n1
-0.9	4.8	-1.7	0.8	-6.7	1.9	2.4	5.5	3.4	0.6	COc1ccc(CNC(=O)COC(=O)c2c(NC(C)=O)sc(C)c2C)cc1
2.1	3.6	0.4	2.4	nt	3.8	nt	-2.2	1.2	nt	CCCC[C@H]1C2CC(OC(=O)Nc3ccc(Br)cc3)C(C2)[C@H]2CCCCN21 (some centres undefined)
2.5	-4.1	4.9	8.4	-4.4	-4.4	0.7	2.7	1.6	4.5	CCc1nnc(SCC(=O)Nc2ccccc2)nc1CC
-2.3	-3.6	3.1	-7.2	3.0	-6.6	-1.1	-2.3	-4.3	8.9	COCC(=O)N1CCCC(C(=O)c2ccc3c4c(cccc24)CC3)C1 (centres undefined)
